Screens from PubChem BioAssay.
Menin-MLL TR inh = qHTS Assay for Inhibitors Targeting the Menin-MLL Interaction in MLL Related Leukemias: Competition With Texas Red Labeled MLL-derived Mutant Peptide. 270,000 compounds, 0.23% hits. AID 1768, 2009. Menin + Texas Red MLL mutant peptide, fluorescence polarization. O00255. Potency, µM (doses to about 61.6 µM), for inactives: at the highest dose FP activity change, negative = inhibition, usual class: inhibitors; active means well fitted inhibition curve with a large enough effect in the polarisation, with a control signal flat, not every such curve was filed as active; inconclusive means small, poorly fitted or top-dose-only effect, or effect the other way, or a change in a side signal; inactive means no such curve, though single readings can be large or run the other way; the % refers to the polarisation; further: potency means the concentration at half of the fitted maximal effect; % of control where 0% means no effect; many of its hits are not listed in these tables
TSHR antagonist = Antagonists of the Thyroid Stimulating Hormone Receptor: HTS campaign. 330,000 compounds, 0.2% hits. TSHR-expressing cells, TSH-stimulated cAMP HTRF, 2 h; stronger effect = lower value. AID 504810, 2011. activity change, negative = inhibition, % at 11.5 µM;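 active means activity change below a set negative limit, meaning inhibition stronger than a set level, cut at about -70% in these data; inconclusive means activity change between two set negative limits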; further: on the % scale 0 is the no-effect control and ±100 the full control effect
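Competitive HTRF cAMP read-out (cryptate anti-cAMP antibody, cAMP-d2; 30 min, room temperature) in freshly harvested TSHR cells. Compounds added before TSH at EC80 (4nM final), followed by 2 hours' incubation at 37 deg C.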
KCNH2 WT inh = qHTS for Inhibitors of KCHN2 3.1: Wildtype qHTS; U2OS, BacMam KCNH2, thallium flux FluxOr; stronger effect = lower value; activity change, % at 1.84 µM; 340,000 compounds, 0.37% hits;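 active means maximum activity change below -70%; inconclusive means maximum activity change between -70% and -50%; inactive means maximum activity change above -50%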; further: on the % scale 0 is the no-effect control and ±100 the full control effect
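U2OS cells were transduced with wild-type KCNH2 virus (2.03 x 10^8 / mL) for 4 h at room temperature, then cultured overnight at 37 C. Thallium flux was read with FluxOr dye. Rate constants were normalized to DMSO controls.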
GALK inhibitor = qHTS Assay for Inhibitors of Human Galactokinase (GALK). 270,000 compounds, 0.007% hits. Potency, µM (series often up to 57.5 µM), for inactives: at the highest dose activity change, negative = inhibition, hits mostly inhibitors. Purified GALK, Kinase-Glo residual ATP luminescence; further: potency means the concentration at half of the fitted maximal effect; on the % scale 0 is the no-effect control and ±100 the full control effect
Target sequence (P51570 whole entry, looked up): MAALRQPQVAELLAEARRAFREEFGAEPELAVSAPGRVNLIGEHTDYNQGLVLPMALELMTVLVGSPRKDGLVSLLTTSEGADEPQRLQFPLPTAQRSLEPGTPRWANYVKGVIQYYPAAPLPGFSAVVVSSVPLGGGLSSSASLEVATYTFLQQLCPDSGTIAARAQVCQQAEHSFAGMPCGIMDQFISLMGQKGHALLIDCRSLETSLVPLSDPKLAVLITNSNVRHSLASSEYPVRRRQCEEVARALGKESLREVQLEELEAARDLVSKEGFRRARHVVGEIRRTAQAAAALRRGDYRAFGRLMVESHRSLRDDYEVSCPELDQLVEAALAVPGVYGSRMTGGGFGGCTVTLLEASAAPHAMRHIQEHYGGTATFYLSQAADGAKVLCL
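Luminescence from leftover ATP (Ultra-Glo luciferase/luciferin) served as read-out after a 1 h room-temperature reaction of 5 nM GALK with 35 uM ATP and 100 uM galactose.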
S-ASM inh = Inhibitors of Secretory Acid Sphingomyelinase (S-ASM): qHTS | placental ASM, HMU-PC fluorogenic substrate, 60 min | 340,000 compounds, 0.006% hits | Potency, µM (series often up to 57.5 µM), for the others: top-dose activity change, negative = inhibition, hits mostly inhibitors; further: potency means the concentration at half of the fitted maximal effect
Target sequence (P17405 47-631 limits assumed): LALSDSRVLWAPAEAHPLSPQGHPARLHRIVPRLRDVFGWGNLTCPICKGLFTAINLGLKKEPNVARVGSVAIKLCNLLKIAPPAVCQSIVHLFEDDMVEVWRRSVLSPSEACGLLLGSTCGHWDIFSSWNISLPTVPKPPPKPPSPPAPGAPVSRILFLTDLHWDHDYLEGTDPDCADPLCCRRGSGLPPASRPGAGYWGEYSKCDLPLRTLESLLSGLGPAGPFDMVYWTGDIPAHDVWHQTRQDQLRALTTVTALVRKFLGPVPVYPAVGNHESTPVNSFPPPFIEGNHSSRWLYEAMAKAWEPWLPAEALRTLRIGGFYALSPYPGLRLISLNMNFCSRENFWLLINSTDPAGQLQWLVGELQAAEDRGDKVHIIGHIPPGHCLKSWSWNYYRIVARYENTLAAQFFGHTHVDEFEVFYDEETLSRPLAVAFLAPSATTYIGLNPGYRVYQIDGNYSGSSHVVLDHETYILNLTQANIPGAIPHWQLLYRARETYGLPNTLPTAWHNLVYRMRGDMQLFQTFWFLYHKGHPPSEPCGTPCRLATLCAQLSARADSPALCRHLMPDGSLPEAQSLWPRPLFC
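Steps: dispense placental human ASM, pin compound, wait 10 min at room temperature, add HMU-PC0 substrate at 9 uM final, incubate 60 min at 37 °C, add stop solution raising pH to 10, read fluorescence.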
Mito fusion act = qHTS Assay for Small Molecule Inhibitors of Mitochondrial Division or Activators of Mitochondrial Fusion. S. cerevisiae fusion-defective mutant growth rescue, CellTiterGlo 48 h. Potency, µM (series often up to 46.1 µM), for the others: at the highest dose growth rescue (activation), hits mostly activators. 320,000 compounds, 0.23% hits. AID 485298, 2010;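 further: potency means the concentration at half of the fitted maximal effect; % of control where 0% means no effect; nearly all actives have a fitted effect of over 45% in size; temperature-sensitive fusion mutants such as fzo1-1 at 37 °C on non-fermentable ethanol glycerol medium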
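S. cerevisiae fusion-defective temperature-sensitive mutants (e.g. fzo1-1, mgm1-5) grown 48 h at 37C in YPEG (ethanol/glycerol non-fermentable) medium with 23 nl compound per well; growth rescue read as CellTiterGlo luminescence.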
MBNL1-CUG inh = qHTS Assay for Inhibitors of MBNL1-poly(CUG) RNA binding; TR-FRET MBNL1-His/biotin-(CUG)12 binding, 665/545 ratio; 280,000 compounds, 0.036% hits; Potency, µM (highest dose often 57.5 µM), for the others: at the highest dose activity change, negative = inhibition, actives largely listed as inhibitors; active means well fitted inhibition curve with a large enough effect in the signal ratio, with a control signal flat, not every such curve was filed as active; inconclusive means small, poorly fitted or top-dose-only effect, or effect the other way, or a change in a side signal; inactive means no such curve, though single readings can be large or run the other way; the % refers to the signal ratio; further: potency means the concentration at half of the fitted maximal effect; on the % scale 0 is the no-effect control and ±100 the full control effect
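Ratiometric TR-FRET (665 over 545 nm, excitation 340 nm) tracks disruption of MBNL1-His/biotin-(CUG)12 complex after 60 min at room temperature, with compounds at 92 nM to 58 uM final.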
Eya2 inh = qHTS Assay for Inhibitors of the Phosphatase Activity of Eya2 | Protein phosphatase EYA2 (Homo sapiens), O00167 | recombinant Eya2, OMFP fluorescence dephosphorylation (OMFP is methylfluorescein phosphate) | Potency, µM (top dose mostly 76.9 µM), without a hit: top-dose activity, negative = inhibition, actives largely listed as inhibitors | 330,000 compounds, 0.006% hits; further: potency means the concentration at half of the fitted maximal effect; on the % scale 0 is the no-effect control and ±100 the full control effect
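Eya2 (0.2 uM) preincubated 10 min at ambient with compound, then OMFP substrate added at 50 uM; 10 min reaction in 50 mM HEPES pH 7.5, 50 mM NaCl, 5 uM MgCl2, 0.05% BSA, 1 mM DTT. Fluorescence read at Ex 485/Em 525 nm.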
PKM2 act = qHTS Assay for Activators of Human Muscle isoform 2 Pyruvate Kinase; Pyruvate kinase PKM (Homo sapiens), P14618; purified PKM2, Kinase-Glo ATP luminescence, activation; response scale: 0% is enzyme alone, no compound; Potency, µM (doses to about 57.5 µM), for the others: at the top dose activation, actives largely listed as activators; 260,000 compounds, 0.34% hits; AID 1631, 2009; further: potency means the concentration at half of the fitted maximal effect; on the % scale 0 is the no-effect control and ±100 the full control effect; nearly all actives have a fitted effect of over 55% in size
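hPK-M2, >95% pure; 0.1 mM ADP / 0.5 mM PEP final; imidazole pH7.2 buffer w/ 7 mM MgCl2, 50 mM KCl; 1 h RT; Kinase-Glo lum. Intermediate enzyme activity for dual inhibitor/activator qHTS.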
BCR signal inh = qHTS Assay to Find Inhibitors of Chronic Active B-Cell Receptor Signaling | ABC-DLBCL IkBa-CBG/CBR reporter, luminescence ratio, 4 h | Potency, µM (doses to about 46.1 µM), without a hit: at the highest dose ratio change, negative = lower green/red ratio, actives largely listed as inhibitors | 340,000 compounds, 0.05% hits | AID 493014, 2011; active means well fitted inhibition curve with a large enough effect in the signal ratio, with a control signal flat, not every such curve was filed as active; inconclusive means small, poorly fitted or top-dose-only effect, or effect the other way, or a change in a side signal; the % refers to the signal ratio;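 further: potency means the concentration at half of the fitted maximal effect; plate controls were basal doxycycline-induced cells for no effect and cells given 10 µM MG132 for full effect; MG132 reads +100%, hits lower the ratio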
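TMD8 ABC-DLBCL cells carrying doxycycline-inducible green luciferase fused to IkappaBalpha plus unfused red luciferase were exposed to compounds (up to 46 uM) for 4 hrs at 37C. Activity came from the overlap-corrected green/red luminescence ratio.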
USP2a block = qHTS Assay for Inhibitors of Ubiquitin-specific Protease USP2a Using CHOP2 as the Reporter; Ubiquitin carboxyl-terminal hydrolase 2 (Homo sapiens), O75604; USP2 core, Ub-CHOP2 coupled fluorogenic reporter, 485/531; Potency, µM (doses to about 38.3 µM), for the others: at the highest dose activity change, negative = inhibition, usual class: inhibitors; 330,000 compounds, 0.01% hits; AID 463254, 2010;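 further: potency means the concentration at half of the fitted maximal effect; plate controls were DMSO wells for no effect and full inhibition by NEM control for full effect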
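Cell-free coupled assay: 10nM USP2 core preincubated 30min RT with compound in Tris-HCl pH 8.0/CaCl2/CHAPS buffer, then 25nM Ub-CHOP2 and 25nM reporter substrate; fluorescence (Ex 485/Em 531) read after 60min RT, normalized to NEM inhibition, concentration-response curves fitted.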
An asterisk follows results filed as active; ? = inconclusive; / = no result given. Unless noted, the call rests on the fitted dose curve; in most records, active means well fitted curve in the direction sought with a large enough effect; inconclusive means small, poorly fitted or top-dose-only effect, or another doubt; inactive means no such curve, though single readings can be large; an effect the other way counts as inactive or inconclusive.

SMILES	Menin-MLL TR inh	TSHR antagonist	KCNH2 WT inh	GALK inhibitor	S-ASM inh	Mito fusion act	MBNL1-CUG inh	Eya2 inh	PKM2 act	BCR signal inh	USP2a block
Cc1cc(N2CCC(C(=O)N3CCN(c4cccc(C)c4C)CC3)CC2)n2ncnc2n1	-9%	-9	-6	2%	-2%	-6%	-9%	-8%	-16%	-1%	-2%
Cc1cc(NC(=O)Cn2c(=O)c3c(ncn3CC(C)C)n(Cc3ccccc3)c2=O)no1	2%	0	-15	0%	-2%	-4%	-5%	-3%	-3%	1%	-8%
COc1ccc(/C=N/Nc2nnc(C)n2N)cc1OC(C)=O	12%	13	-7	-1%	19%	-10%	14%	4%	/	?	-23%
Fc1ccc(NC(=S)NN=C2CCCCCC2)cc1	5%	-1	-2	3%	-1%	-6%	-6%	-20%	-1%	-21%	1%
Cc1ccn2c(Nc3ccccc3C)c(-c3ccccn3)nc2c1	-22%	-15	4	5%	-2%	5%	28%	-7%	2%	-5%	0%
Cc1ccn2cc(CNS(=O)(=O)c3ccc4c(c3)OCCO4)nc2c1	8%	8	3	1%	-2%	2%	-15%	-9%	4%	-1%	0%
Cc1cc(NC(=O)C2C3C(=O)N(Cc4ccc(Cl)cc4)C(C(=O)NCc4ccccc4)C34C=CC2(C)O4)no1 (stereo not drawn)	/	18	-9	-2%	-7%	2%	2%	-36%	2%	-3%	4%
Cc1ccc(OCC(=O)NCc2ccccn2)c(Br)c1	-1%	0	-1	5%	5%	4%	6%	-7%	0%	-13%	0%
O=C(Oc1c(-c2ccco2)oc2ccccc2c1=O)c1cccnc1	21%	-11	-1	3%	8%	-14%	?	16%	12%	?	3%
CN(C)c1nc(NCc2ccccc2)nc(N/N=C/c2ccc3c(c2)OCO3)n1	9%	-4	-5	/	-23%	-8%	3%	-11%	11%	-3%	-7%
CC(C)CC(NC(N)=O)C(=O)Nc1cccc([N+](=O)[O-])c1 (stereo not drawn)	-10%	3	9	0%	6%	-7%	?	-2%	1%	7%	1%
COC(=O)CC(NC(=O)c1ccc(C)cc1)c1ccccc1 (stereo not drawn)	-3%	-8	20	-2%	1%	-3%	-17%	35%	-16%	-2%	-7%
Cc1ccc(C)c(OCC(=O)O/N=C(\N)c2cccc([N+](=O)[O-])c2)c1	/	-6	-2	/	-1%	0%	1%	-17%	2%	?	2%
O=C(c1ccc(Cl)cc1)c1ccc(Oc2cc(NN3CCCCC3)c([N+](=O)[O-])cc2[N+](=O)[O-])cc1	-5%	-27	-6	/	-4%	-1%	13%	2%	2%	0%	3%
Cc1c(N2C(=O)c3ccc(Br)cc3C2=O)c(=O)n(-c2ccccc2)n1C	19%	13	-2	/	0%	-3%	?	-10%	0%	-2%	1%
Cc1ccc(S(=O)(=O)N(Cc2cc3ccccc3[nH]c2=O)CC2CCCO2)cc1 (stereo not drawn)	-3%	-4	6	-1%	-7%	12%	0%	?	/	2%	-1%
CN(C)c1nc(Oc2ccc(=O)[nH]n2)nc(N2CCCCC2)n1	-16%	/	-2	3%	0%	-8%	-2%	/	2%	/	/
COc1ccc(Nc2cc(C)c3ccc(O)cc3n2)cc1	/	12	-1	/	25%	-24%	-5%	-9%	-13%	?	-1%
COc1ccc(OC)c(S(=O)(=O)N2CCC(C(=O)NCc3cccnc3)CC2)c1	-7%	-4	-5	5%	-1%	2%	3%	0%	-10%	-6%	2%
CCOC(=O)c1cc(=O)n(Cc2ccccc2C)c2ccccc12	?	-34	-2	1%	-1%	9%	23%	-15%	1%	?	1%
C=CCn1c(SCC(=O)c2[nH]c(C)c(C(=O)OCC)c2C)nc2scc(-c3ccc(OC)cc3)c2c1=O	17%	1	4	1%	4%	-6%	9%	7%	-2%	?	1%
Cc1ccc(S(=O)(=O)NCCN2CCOCC2)cc1C	12%	7	-76*	-1%	25%	-6%	5%	-16%	0%	5%	0%
CC1CCCCC1NC(=O)CSc1nnc(COc2ccc(Cl)cc2)o1 (stereo not drawn)	1%	-1	-3	-1%	0%	-7%	-4%	-7%	-1%	1%	0%
Cc1ccc(C2SCC(=O)N2Cc2cn3ccsc3n2)o1 (stereo not drawn)	-5%	8	1	1%	3%	-3%	-9%	-4%	6%	0%	2%
COC(=O)CCC/C=C1/SCC(NC(=O)c2ccccc2)C1=O (stereo not drawn)	?	13	1	1%	0%	3%	0%	-1%	?	?	?
COC(=O)C1=C(C)C(c2cccs2)NC(=O)N1C (stereo not drawn)	16%	-25	0	-3%	0%	-4%	-7%	10%	0%	?	2%
CCC(CC)COC(=O)C1=C(C)NC(=O)NC1c1cccc([N+](=O)[O-])c1 (stereo not drawn)	3%	-4	11	-3%	1%	3%	5%	-1%	-1%	?	2%
COC(=O)N/N=C/c1cn(Cc2ccc(F)cc2)c2ccccc12	/	-11	4	-4%	-11%	2%	-2%	1%	1%	-12%	2%
Cc1c(CC(=O)O)c(=O)oc2c(C)c(OCc3c(F)cccc3Cl)ccc12	-7%	-10	-6	-3%	5%	2%	-2%	?	/	?	2%
CCCCOc1ccc(C(=O)OCC(=O)N2CCOCC2)cc1	-4%	-7	11	-2%	6%	5%	5%	16%	-12%	7%	3%
COc1ccc(NC(=O)N(C)C[C@H]2Oc3ccc(NC(=O)C4CC4)cc3C(=O)N([C@H](C)CO)C[C@@H]2C)cc1	/	-4	9	/	-4%	/	/	-6%	/	-1%	0%
COC(=O)c1ccccc1NC(=O)c1ccc2c(c1)CC(C)O2 (stereo not drawn)	4%	-9	-5	-3%	-4%	8%	2%	-8%	-1%	9%	-2%
Cn1cc([N+](=O)[O-])c(C(=O)Nc2nccs2)n1	-13%	-5	/	-2%	1%	-2%	?	0%	-3%	?	0%
CC(C)(C)c1[nH]nc2c1C(c1ccoc1)C(C#N)=C(N)O2 (stereo not drawn)	/	4	2	-1%	0%	-3%	-2%	4%	0%	?	4%
COc1cc(NC(=O)CC(C)S(=O)(=O)c2cc3c(cc2C)NC(=O)CO3)cc(OC)c1OC (stereo not drawn)	/	2	2	0%	3%	3%	-1%	-11%	/	?	3%
O=C(Cn1cnc2c(oc3nc4c(cc32)CCCC4)c1=O)Nc1ccccc1	/	16	-11	-9%	7%	-2%	-1%	0%	/	5%	2%
CC(=O)n1cc(N(C(=O)CCl)c2ccccc2)c2ccccc21	/	-5	0	4%	3%	-14%	5%	-27%	0%	?	2%
FC(F)(F)c1cc(Oc2ccc(Cl)cc2)nc(-c2ccccn2)n1	/	-2	0	-4%	2%	-10%	0%	-24%	-3%	7%	1%
O=S1(=O)NC(c2ccccc2)CC(CC2CCCCC2)O1 (stereo not drawn)	5%	-15	-12	/	-7%	22%	6%	-3%	-12%	13%	-4%
COC(=O)c1nn(-c2nc(-c3ccc(OC)c(OC)c3)cc(C(F)(F)F)n2)cc1[N+](=O)[O-]	-21%	-7	-25	7%	-1%	3%	2%	-3%	0%	-3%	-1%

An excerpt; the hit share may differ from the screen's.
